Compound activity from PubChem.
Salmonella PhoP GFP: inhibitors of PhoP regulon expression, primary screen, Salmonella Typhimurium, GFP reporter (AID 1863). inhibition, % at 50 µM, or IC50 in µM where a hit was titrated. hit rate 0.16% among 300,000. S. Typhimurium PhoP-regulated promoter GFP reporter, 4 h; higher % means a stronger effect;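 active = inhibition over 29.93%, a cutoff 3 SD above the screen mean, later confirmed by dose response; inconclusive = inhibition over 29.93% but no dose response follow-up; inactive = inhibition at most 29.93% or unconfirmed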;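 note: 0% = low Mg2+ inducing control and 100% = high Mg2+ repressing control; strong numbers were not always called active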
HIV peptide binding: inhibitors of HIV fusion peptide binding, primary screen, biochemical, uHTS, fluorescence dequenching (AID 1986) | cell-free peptide binding, fluorescence dequenching, 30 min; higher % means a stronger effect | one-dose inhibition, % at 20 µM; IC50 in µM for titrated hits | hit rate 0.3% among 290,000; in the data active = inhibition mostly above about 52%, no sharp cut-off; inactive = mostly below about 76%; note: some results filed as inactive read as strong as hits
Myeloid diff MLP: myeloid differentiation induction | calls only at 10 µM | ER-HoxA9 myeloid progenitors, lysozyme-GFP differentiation, flow cytometry | hit rate 1% among 360,000 | AID 624256;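 active = normalized GFP-positive differentiation at or above the plate's own cutoff, the solvent-only control mean plus 3 SD; inconclusive = no clear call, values can overlap the other calls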;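 note: cells exposed to compound for four days before flow analysis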
KOR beta-arrestin-1: KOR antagonists, beta-arrestin recruitment, cell-based, luminescence, uHTS (AID 1778); hit rate 0.091% among 290,000; KOR beta-arrestin recruitment, luminescence, antagonist mode; higher % means a stronger effect; inhibition, % at 10 µM; hits with a dose series show IC50 in µM; note: strong numbers were not always called active
NOD1 NF-kB reporter: inhibition of NOD1-driven NF-kB reporter – cell-based, luminescence, uHTS, primary screen (AID 1578). one-dose inhibition, % at 4 µM; EC50 in µM for titrated hits. NOD1-driven NF-kB luciferase reporter cells, luminescence; higher % means a stronger effect. hit rate 1% among 290,000; in the data active = inhibition mostly above about 36%, no sharp cut-off; inactive = mostly below about 34%;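 note: HEK-293T reporter cells stimulated with the NOD1 agonist gamma-tri-DAP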
LYP phosphatase: inhibitors of LYP phosphatase, biochemical, fluorescence intensity, uHTS (AID 1779); inhibition, % at 11.5 µM, or IC50 in µM where a hit was titrated; recombinant LYP phosphatase, fluorescence intensity; higher % means a stronger effect; hit rate 0.054% among 290,000;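 note: plate controls were vehicle with enzyme for no effect and no enzyme for full effect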
Siah-1 displacement: blockers of Siah-1 interaction with plectin peptide – biochemical, fluorescence polarization, rhodamine-plectin, uHTS, primary screen (AID 1817). Siah-1 / rhodamine-plectin peptide fluorescence polarization; higher % means a stronger effect. displacement, % at 20 µM; hits with a dose series show IC50 in µM. hit rate 0.02% among 290,000;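 active = displacement of at least 50% at 20 µM, with a fluorescence ratio check between 0.3 and a set limit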;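 note: plate controls were Siah plus tracer with DMSO for no effect and tracer alone without Siah for full effect; strong numbers were not always called active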
HEK293 NOD2/NF-kB: inhibition of NOD2-driven NF-kB reporter – cell-based, luminescence, uHTS, HEK293 (AID 1566); hit rate 0.63% among 290,000; HEK293 NOD2/NF-kB luciferase reporter, luminescence; higher % means a stronger effect; one-dose inhibition, % at 4 µM; EC50 in µM for titrated hits; note: many of its hits are not listed in these tables
KOR beta-arrestin-2: KOR agonists, beta-arrestin recruitment, primary screen, cell-based, luminescence, uHTS (AID 1777); activation, % at 10 µM, or EC50 in µM where a hit was titrated; hit rate 0.02% among 280,000; KOR beta-arrestin recruitment, luminescence; higher % means a stronger effect; in the data active = activation above about 50%, passing the limit was not always enough; note: a part of the inactive calls stands beside numbers as strong as those of hits
Myeloid diff MLP GFP+ MAC1+ %: recorded beside Myeloid diff MLP, whose call it bears; GFP+ MAC1+ double positive, %; measured here: differentiation confirmed by MAC1 staining
An asterisk follows results filed as active; i = inactive; ? = inconclusive; / = no result given; + = active, no number; [ ] = dose if it differs, or a comment. Cut-off read from the data, not from the text of the source, unless noted: active = inhibition above about 50%; inactive = the rest. Not all compounds are listed; the hit share may differ from the screen's.

SMILES	Salmonella PhoP GFP	HIV peptide binding	Myeloid diff MLP	Myeloid diff MLP GFP+ MAC1+ %	KOR beta-arrestin-1	NOD1 NF-kB reporter	LYP phosphatase	Siah-1 displacement	HEK293 NOD2/NF-kB	KOR beta-arrestin-2
O=C(Nc1nncs1)c1ccc(S(=O)(=O)c2ccccc2)cc1	-9%	-0.3%	i	2.3	20%	-3%	-9%	-1%	-4%	-2.3%
Cc1nc(Nc2cccc(F)c2)c2oc3ccccc3c2n1	16%	-0.4%	+	6.6*	19%	0%	-6%	0%	-2%	-3.5%
Cc1cc(C)c(S(=O)(=O)N2CCc3ccccc32)c(C)c1	-3%	1.6%	i	0.2	-63%[20 µM]	-22%	-9%	13%	-11%	6.6%
Cc1ccc2c(CC(=O)Nc3sccc3C(N)=O)coc2c1	0%	1.5%	i	0.8	21%	23%	0%	-2%	-60%	-2.3%
CC(C)(C)C(=O)NC(=O)Nc1ccccc1C(F)(F)F	3%	1.2%	i	0.5	0%	-14%	-2%	11%	-10%	-0.3%
Cn1nc(OC(=O)Nc2ccc(Cl)cc2)cc1C(F)(F)F	7%	0.6%	/	/	-25%	-95%	2%	4%	-28%	-0.3%
O=C(OCc1cc(-c2ccccc2)no1)c1ccc2ccccc2n1	4%	-1.5%	i	1.0	-10%	-6%	-7%	6%	1%	0.7%
CN(C)C1CCN(C(=O)c2cccc(OC3CCN(S(=O)(=O)N(C)C)CC3)c2)C1 (stereo not drawn)	7%	0.1%	i	0.4	10%	-19%	-10%	-2%	13%	-0.3%
O=C(Cc1cccs1)NCCc1cn2ccccc2n1	-9%	1.2%	i	1.8	-10%	-3%	-9%	14%	14%	-2.3%
COc1ccccc1/C=C1\SC(=O)N(CC(=O)NCCCn2ccnc2)C1=O	-1%	-0.9%	i	4.5	-1%	-24%	5%	-2%	1%	4.3%
CC(NC(=O)NCCCn1ccnc1)(C(F)(F)F)C(F)(F)F	-2%	-0.9%	i	0.7	-13%	-6%	-6%	3%	18%	-4.7%
CCOC(=O)CCCCC(=O)c1[nH]c(=O)[nH]c1CSc1nc(-c2ccccc2)c(C#N)c(=O)[nH]1	4%	11%	i	4.8	20%	-9%	-1%	-5%	22%	-1.4%
O=C(CSc1nnc(COc2ccccc2Cl)o1)NC(=O)NC1CCCC1	4%	0.6%	i	5.3	-7%	-23%	-4%	0%	-5%	-2.9%
Cc1cc(C)c(S(=O)(=O)N2CCN(CCO)CC2)c(C)c1	-3%	-1.8%	i	1.9	4%	-7%	-11%	1%	-22%	0.0%
O=[N+]([O-])c1ccc(/C=C/c2ccc3ccccc3n2)cc1	6%	-1.6%	i	0.5	-3%	-13%	-2%	2%	-76%	-1.5%
c1ccc(-c2nc(NCCCN3CCOCC3)c3ccccc3n2)cc1	1%	0.7%	i	0.6	12%	-26%	0%	2%	16%	-2.1%
COc1ccccc1NC(=O)/C=C1\SCC(=O)N1C	0%	-0.9%	i	0.5	-55%	10%	-2%	-6%	-12%	7.0%
O=C(NCc1ccccn1)Nc1ccc2c(c1)OCO2	-3%	-3.0%	i	0.9	17%	-34%	2%	-1%	-31%	-1.2%
O=C1c2cc3ccccc3c(-c3ccccc3)c2C(=O)N1c1ccccn1	2%	1.1%	i	0.2	5%	39%	-5%	-1%	16%	0.8%
COCCn1c(Cc2ccccc2)nnc1SCc1ccc([N+](=O)[O-])cc1	3%	-0.4%	i	0.7	8%	7%	-13%	-6%	7%	-4.1%
COc1ccc(CC(=O)N/N=C(\C)c2cccs2)cc1	-1%	0.0%	i	0.5	-1%	-11%	-4%	1%	8%	-2.2%
CCN1CCN(CC(=O)Nc2ccc(C)c(Br)c2)CC1	3%	1.0%	i	0.8	12%	2%	-7%	5%	8%	-9.7%
Cc1c(N=C2NC(=O)/C(=C/c3cccc([N+](=O)[O-])c3)S2)c(=O)n(-c2ccccc2)n1C	-12%	-1.4%	/	/	-13%	20%	-3%	1%	15%	13%
COc1ccc(N2CCN(C(=O)c3ccccc3)CC2)c([N+](=O)[O-])c1	-1%	-1.9%	i	0.4	-8%	-22%	-3%	2%	2%	-7.1%
CCOc1cc(/C=C2\COc3ccccc3C2=O)ccc1OCC(=O)N(C)C	-10%	-0.3%	i	0.1	13%	31%	4%	-1%	0%	2.1%
CCOC(=O)[C@@H]1[C@H]2COc3cc(OC)ccc3[C@@H]2N2C(=O)N(c3ccc(OC)cc3)C(=O)[C@]12C	10%	1.5%	i	2.1	-4%[20 µM]	-11%	3%	0%	12%	-0.3%
NNC(=O)CSc1nc(-c2ccccc2)cn1-c1ccccc1	7%	-2.1%	i	0.5	24%	-14%	0%	1%	-151%	-0.1%
Nn1c(SCC(=O)Nc2ccccc2F)nc2ccccc2c1=O	-10%	1.7%	i	1.2	8%	/	3%	2%	14%	5.5%
COc1ccc(NC(=S)N(CCN2CCOCC2)Cc2ccccc2F)cc1	0%	1.1%	/	/	-17%	-35%	0%	6%	16%	0.5%
Cc1ccc(-c2nnnn2-c2ccc(C)cc2)cc1	-12%	0.0%	i	0.2	-9%	-22%	-2%	6%	2%	5.8%
COc1ccc(COCC(O)CN2CCCCC2)cc1OC (stereo not drawn)	-7%	0.9%	?	/	-36%	-21%	-10%	8%	-7%	-2.7%
COc1ccc(C(=O)C23CC4CC(C2)CC(C(=O)c2ccc(OC)cc2)(C4)C3)cc1	6%	-1.1%	i	0.2	-13%	32%	9%	-2%	7%	12%
Cc1oc2c(c1C(=O)N1CCC(C)CC1)C(=O)c1ccccc1C2=O	-2%	17%	/	/	-8%	-19%	5%	-4%	2%	7.5%
CCOc1ccccc1NC(=O)CSc1nnc(Cn2c(=O)sc3ccccc32)n1C	-6%	-0.5%	i	3.4	22%	-25%	-1%	20%	9%	2.8%
CCOCC(=O)NCc1ccc2c(c1)OCO2	10%	-1.4%	i	0.7	18%	-6%	0%	-1%	2%	-7.2%
CSc1nc(C(=O)N2CCCC(Nc3ccc(C)c(C)c3)C2)cs1 (stereo not drawn)	6%	-1.0%	i	1.7	-16%	-4%	-4%	-4%	20%	5.8%
COc1ccc(C2Nc3ccccc3C(=O)N2O)cc1CN1CCOCC1 (stereo not drawn)	16%	-1.0%	i	0.0	27%	-4%	-8%	-2%	2%	2.7%
O=C(CN(C1CCCCC1)S(=O)(=O)c1ccc(F)cc1)Nc1ccc2c(c1)OCO2	8%	1.1%	i	0.7	21%	-24%	3%	-2%	-13%	10%
Cc1ccc(CNC(=O)Cn2c(=O)n(CC(=O)N3CCCCC3)c(=O)c3sccc32)cc1	-5%	-0.5%	i	3.2	-12%	-28%	-8%	3%	17%	-1.5%
COC(=O)c1[nH]c2ccc(C)cc2c1NC(=O)CN1CCC(C)CC1	-2%	-1.7%	i	1.4	6%	-22%	-3%	1%	2%	0.3%
CCC(Nc1nc(-c2ccccc2)nc2ccccc12)C(=O)O (stereo not drawn)	-3%	-0.3%	i	1.5	-2%	-10%	-4%	-1%	-1%	-2.7%
Cc1cccc(CCNC(=O)c2cccc3c2C(=O)N(C2CCCCC2)C3)c1	-5%	1.3%	i	1.1	-5%	8%	-6%	1%	8%	6.3%
CCOC(=O)CSc1ccc2nnc(CCNS(=O)(=O)c3ccc(C)cc3)n2n1	-8%	-1.8%	i	0.3	18%	1%	-2%	-6%	6%	-7.6%
O=c1c2ccccc2nnn1CSc1nc2sc3c(c2c(=O)n1CC1CCCO1)CCC3 (stereo not drawn)	7%	-1.8%	i	2.3	14%	11%	1%	1%	19%	1.5%
CC1CCC(NC(=O)C2CCC(CNc3c(N4CCCCC4)c(=O)c3=O)CC2)CC1 (stereo not drawn)	-3%	-1.6%	i	0.3	26%	-11%	-1%	-2%	-14%	6.0%
CN1CCN(C(=O)c2ccc(C(F)(F)F)cc2)CC1	2%	0.9%	i	0.4	16%	-37%	1%	6%	8%	-0.6%
CC(c1ccon1)N(C)Cc1cn(C)nc1-c1ccc2c(c1)OCCO2 (stereo not drawn)	-13%	-0.6%	i	0.2	-6%	-7%	-3%	10%	-4%	4.9%
CSc1cccc(NC(=O)Nc2ccc(Cl)cc2)c1	-1%	1.7%	i	0.6	-22%	/	-10%	3%	0%	2.4%
Cn1cnc(S(=O)(=O)N2CCc3ccccc32)c1	-5%	-1.0%	i	1.4	19%	-15%	-6%	0%	-13%	4.0%
CCOc1ccc(-c2nc(C#N)c(NCc3ccc4c(c3)OCO4)o2)cc1	8%	0.6%	i	3.1	-27%	-22%	-5%	-6%	-32%	3.7%

Molecules listed so far that have a cyano group (two):
SMILES	Salmonella PhoP GFP	HIV peptide binding	Myeloid diff MLP	Myeloid diff MLP GFP+ MAC1+ %	KOR beta-arrestin-1	NOD1 NF-kB reporter	LYP phosphatase	Siah-1 displacement	HEK293 NOD2/NF-kB	KOR beta-arrestin-2
CCOC(=O)CCCCC(=O)c1[nH]c(=O)[nH]c1CSc1nc(-c2ccccc2)c(C#N)c(=O)[nH]1	4%	11%	i	4.8	20%	-9%	-1%	-5%	22%	-1.4%
CCOc1ccc(-c2nc(C#N)c(NCc3ccc4c(c3)OCO4)o2)cc1	8%	0.6%	i	3.1	-27%	-22%	-5%	-6%	-32%	3.7%

Next part:
SMILES	Salmonella PhoP GFP	HIV peptide binding	Myeloid diff MLP	Myeloid diff MLP GFP+ MAC1+ %	KOR beta-arrestin-1	NOD1 NF-kB reporter	LYP phosphatase	Siah-1 displacement	HEK293 NOD2/NF-kB	KOR beta-arrestin-2
CCOc1ccc(-c2csc(Cn3c(CN4CCN(C)CC4)nc4ccccc4c3=O)n2)cc1	9%	2.7%	i	0.2	-14%	-30%	-6%	1%	14%	6.4%
CCN(CC)C(=O)c1scc2c1OCCO2	8%	-1.9%	i	1.3	1%	10%	-9%	-4%	21%	2.9%
COC(=O)CSC(=S)N1CCCC(C)C1 (stereo not drawn)	-4%	-1.9%	i	0.4	-30%	-38%	-4%	7%	-6%	-4.7%
O=c1c2ccccc2c(-c2ccccc2)nn1-c1cc(Cl)ccc1[N+](=O)[O-]	-10%	1.2%	i	1.7	-26%	-14%	7%	1%	10%	0.9%
O=C(/C=C/c1cccs1)NC(=S)NNC(=O)Cc1cccs1	0%	7.9%	i	0.8	24%	-15%	0%	17%	11%	-4.3%
COc1ccc(NC(=O)c2cc3ccccc3cc2OC)cc1OC	-5%	-1.3%	i	0.2	-7%	-2%	-1%	-6%	11%	3.9%
COc1cc(C(=O)N2CCN(Cc3ccc4c(c3)OCO4)CC2)cc(OC)c1OC	1%	-0.8%	i	0.9	4%	4%	-8%	-4%	17%	-1.7%
CCc1ccc(C2=NN(C(=O)OC)C(O)(C(F)(F)F)C2)cc1 (stereo not drawn)	-10%	-0.5%	i	1.8	-1%	-19%	-10%	0%	-148%	-2.6%
Cc1cc(O)c(C(C)C)cc1NC1=NS(=O)(=O)c2ccccc21	-1%	-1.9%	i	1.5	13%	-13%	-9%	1%	-4%	-2.9%
CC(=C/c1ccco1)/C=N/NC(=O)Cc1cccn1C	-2%	19%	i	0.8	25%	-25%	2%	-3%	16%	5.6%
